# Bioassay records: PubChem BioAssay, several laboratories
# CDK5 inh – blocks human CDK5/p35 kinase activity; Q00535+Q15078; Recombinant CDK5/p35, ADP-Glo luminescence, 60 min; inhibition, % at 10 µM; 330,000 tested, 0.01% active; AID 488839;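 active means highest replicate inhibition of at least 50% and at least 75% of replicates reaching 50%; inconclusive means only one of the two criteria met; inactive means both criteria failed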;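 further: plate controls were DMSO neutral control for no effect and GW8510 at 10 µM for full effect; many of its hits are not listed in these tables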
# Target sequence (Q00535 whole entry, looked up): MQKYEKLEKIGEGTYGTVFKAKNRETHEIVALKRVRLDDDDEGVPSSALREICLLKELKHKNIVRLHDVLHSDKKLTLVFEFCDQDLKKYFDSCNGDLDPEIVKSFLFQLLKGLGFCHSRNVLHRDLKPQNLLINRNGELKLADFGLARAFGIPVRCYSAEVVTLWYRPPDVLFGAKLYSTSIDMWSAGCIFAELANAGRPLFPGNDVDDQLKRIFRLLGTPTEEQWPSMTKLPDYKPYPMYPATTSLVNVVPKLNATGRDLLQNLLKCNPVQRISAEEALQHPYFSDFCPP
# Target sequence (Q15078 whole entry, looked up): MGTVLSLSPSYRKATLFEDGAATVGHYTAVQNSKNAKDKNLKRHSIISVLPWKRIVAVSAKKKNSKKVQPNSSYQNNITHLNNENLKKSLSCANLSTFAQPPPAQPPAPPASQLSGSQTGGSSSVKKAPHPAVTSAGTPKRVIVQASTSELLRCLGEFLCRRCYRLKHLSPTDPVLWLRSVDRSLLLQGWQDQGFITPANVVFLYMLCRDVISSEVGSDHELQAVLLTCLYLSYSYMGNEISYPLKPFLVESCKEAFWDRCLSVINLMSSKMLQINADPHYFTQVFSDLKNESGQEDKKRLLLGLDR
# HTR5A ag – HTR5A agonism, opioid heterodimer counter-screen; P47898; HTR5A agonist assay, luminescence, cell-based; activation, % at 9.3 µM; 340,000 tested, 0.61% active; AID 504692; in the data active means activation mostly above about 9.5%, no sharp cut-off; inactive means mostly below about 7.6%;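 further: 0% = cells with vehicle only and 100% = reference agonist; strong numbers were not always called active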
# NSD2 HMT inh – NSD2 (human) methyltransferase inhibition | inhibition, % at 12.5 µM | 310,000 tested, 0.54% active | NSD2 peptide methylation, AlphaScreen, 120 min; in the data active means inhibition above about 50%
# MITF act – activators of MITF-driven TRPM1 promoter activity in SK-MEL-5 cells; 300,000 tested, 0.75% active; SK-MEL-5 TRPM1-promoter luciferase, 24 h; % of positive control, neutral wells = 0; activation, % at 12.5 µM; AID 588334;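 active means mean activation of at least 80% with every replicate also reaching 80%; inconclusive means mean reaches 80% but some replicate falls short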;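 further: 0% = neutral control wells and 100% = parthenolide positive control wells; values of inactives mirror those of a sister screen read the other way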
# HTR5A inv ctr – HTR5A inverse agonism, opioid heterodimer counter-screen; HTR5A cell line, luminescence; 340,000 tested, 0.083% active; P47898; inhibition, % at 9.3 µM; in the data active means inhibition mostly above about 23%, no sharp cut-off; inactive means mostly below about 18%;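 further: 0% = cells with DMSO and 100% = no-cell wells with DMSO; some compounds called inactive have numbers as strong as hits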
# V-ATPase pH – yeast V-ATPase proton transport regulation by pHLuorin; S. cerevisiae, pHLuorin cytosolic pH fluorescence; response, % at 10 µM; 350,000 tested, 0.37% active; in the data active means response mostly above about 7.3%, no sharp cut-off; inactive means mostly below about 5.4%; further: actives read high; inactives centre near 0; some compounds called inactive have numbers as strong as hits; reference of the scale not given here
# PvdQ acylase – P. aeruginosa PvdQ acylase inhibition. purified PvdQ acylase, fluorescence plate reader. inhibition, % at 10 µM. 340,000 tested, 0.063% active; in the data active means inhibition above about 30%, passing the limit was not always enough; inconclusive means no clear call, values can overlap the other calls;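 further: 0% = vehicle neutral wells and 100% = reference inhibitor wells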
# dFosB activator – enhances mouse delta FosB homodimer DNA binding | activation, % at 25 µM | 340,000 tested, 0.99% active | purified delta FosB, TAMRA-CDK5 oligo fluorescence polarization; percent of positive-control signal above neutral wells | P13346;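 active means mean activation above about 17%, with every replicate also reaching it, limit read from the data, passing the limit was not always enough; inconclusive means only one of the two conditions met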;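 further: fluorescence polarization rise as delta FosB binds a TAMRA Cdk5 AP-1 oligo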
# Target sequence (P13346 whole entry, looked up): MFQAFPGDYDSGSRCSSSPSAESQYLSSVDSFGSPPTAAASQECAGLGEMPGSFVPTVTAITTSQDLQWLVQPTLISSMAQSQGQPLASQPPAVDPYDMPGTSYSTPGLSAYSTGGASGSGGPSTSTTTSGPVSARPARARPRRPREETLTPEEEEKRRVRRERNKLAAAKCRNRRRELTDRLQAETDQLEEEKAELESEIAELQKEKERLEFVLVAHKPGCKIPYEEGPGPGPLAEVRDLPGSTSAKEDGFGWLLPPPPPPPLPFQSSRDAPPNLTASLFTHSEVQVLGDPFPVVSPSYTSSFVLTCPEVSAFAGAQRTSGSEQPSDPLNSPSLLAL
# Wnt bcat act – activators of Wnt/beta-catenin signaling; 300,000 tested, 1.2% active; AID 743398; activation, % at 9.35 µM; Wnt/beta-catenin reporter cell assay, activator, plate reader; in the data active means activation above about 30%, passing the limit was not always enough; inconclusive means no clear call, values can overlap the other calls;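 further: 0% = neutral control wells and 100% = positive control wells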
# SR-BI HDL uptake – mouse SR-BI HDL lipid transfer inhibition; ldlA[mSR-BI] CHO cells, DiI-HDL uptake fluorescence, 3 h; inhibition, % at 12.5 µM; 320,000 tested, 0.96% active;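 active means mean replicate inhibition of at least 70% and a set share of replicates each scoring 70 or more; inconclusive means meets just one of the two criteria; inactive means fails both criteria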;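 further: 0% = median of neutral control wells and 100% = median of positive control wells; values of inactives mirror those of a sister screen read the other way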
# * hit, by the source's call; ? = inconclusive; nt = not tested or not shown.
SMILES,CDK5 inh,HTR5A ag,NSD2 HMT inh,MITF act,HTR5A inv ctr,V-ATPase pH,PvdQ acylase,dFosB activator,Wnt bcat act,SR-BI HDL uptake
COC(=O)c1ccc(CSc2nc3cc(Cl)ccc3s2)o1,-0.2,3,-3,1,5,4,-15,-7,nt,-13
Cc1c(C(=O)OCC(C)(C)CN(C)C)oc2ccccc12,3.3,4,23,32,-10,3,-14,-9,-3,4
CCN(CC(=O)Nc1ccc(NC(C)=O)cc1)C(=O)c1ccc(NC2CC2)c([N+](=O)[O-])c1,1.0,-5,9,5,14,-4,-6,-9,-1,23
CC(=O)N1CCC(N2CCN(c3ccccc3F)CC2)CC1,1.7,2,3,4,-16,3,4,-8,-2,2
N/C(=N\OC(=O)CC1CCCCC1)c1cccnc1,1.9,1,1,12,17,0,9,4,0,-1
COc1ccc(C(CCN2CCCC2)c2c(OC)cc(OC)c3c(-c4ccccc4)cc(=O)oc23)cc1 (centres undefined),-0.2,-4,nt,-67,-12,-9,-4,?,-4,-2
CCCNC(=S)N1CCC(NC(=O)c2ccc(C)cc2)CC1,-2.1,-1,-3,-2,2,2,-6,-7,0,8
Cn1cccc1CNCc1ccc(F)cc1,-5.5,5,5,3,4,-1,-22,-10,-3,-31
COc1ccc(N/N=C(/C(C)=O)N2CCCc3ccccc32)cc1,1.1,-4,6,nt,-7,1,-3,-2,0,5
Fc1cccc(Cl)c1CNCCCSc1ncccn1,-0.5,2,8,4,-8,2,-2,6,0,8
O=C(COc1ccc(OCc2ccccc2)cc1)NN=C1CCCC1,-0.3,-1,2,8,-40,0,-7,2,-1,-8
CCOCc1nnc(NS(C)(=O)=O)s1,4.0,3,-2,8,-6,2,-2,0,nt,-8
CC(NC(=O)CN(C)S(=O)(=O)c1ccc(Br)s1)c1ccccc1 (centres undefined),0.0,2,-3,5,-6,2,-17,2,-2,nt
NCCCNC(=O)Cn1c(=O)c2c3c(sc2n(Cc2ccccc2)c1=O)CCCC3,-2.6,2,0,-7,-6,6,-17,10,2,19
O=C(CSc1nc2ccccc2o1)NCc1n[nH]c(=O)c2ccccc12,-0.9,-1,-4,nt,-5,-4,0,-1,nt,-3
O=C(CN(CCCN1CCOCC1)C(=O)Cn1nnc(-c2ccc(F)cc2)n1)NC1CCCCC1,-7.4,-1,-5,9,4,1,-7,-6,nt,nt
CCOC(=O)[C@H]1[C@H]2COc3ccccc3[C@@H]2N2C(=O)c3cc(OC)c(OC)cc3NC(=O)[C@@]12C,-2.0,2,nt,8,-13,1,0,-1,1,24
O=[N+]([O-])C(/C=C(/Cl)[N+](=O)[O-])=C(N1CCCCC1)N1CCCCC1,0.7,0,1,nt,16,-1,-3,4,17,-3
O=C(Nc1ccccc1)c1ccccc1CSc1ccccc1,1.3,0,nt,15,4,-4,-8,-8,0,17
CC(C)c1nc(CNC(=O)CC2C(=O)NCCN2Cc2ccc(F)cc2Cl)cs1 (centres undefined),-3.7,0,0,-7,-8,-2,-2,-5,3,18
Cc1ccc(NC(=O)Nc2ccccc2)cc1[N+](=O)[O-],0.8,6,11,28,-24,0,-15,-3,nt,16
C=C(c1ccccc1)c1ccc(N(C)C)cc1,1.8,-2,1,27,6,1,-6,6,4,-9
COc1ccc(N2CCN(S(=O)(=O)c3ccc4c(c3)NC(=O)CC(=O)N4)CC2)cc1,-3.3,1,4,-1,-3,4,-21,-3,-1,-9
CC(=O)Nc1nn(C)c2nc3ccc(C)cc3cc12,0.7,-2,2,2,8,2,9,-2,1,17
COc1ccc(OCCCNCCc2ccccc2)cc1,-2.4,3,0,8,0,2,6,-11,-1,9
SMILES,CDK5 inh,HTR5A ag,NSD2 HMT inh,MITF act,HTR5A inv ctr,V-ATPase pH,PvdQ acylase,dFosB activator,Wnt bcat act,SR-BI HDL uptake
CC1(c2ccc3c(c2)OCCO3)NC(=O)N(CC(=O)Nc2ccccc2SCC#N)C1=O (centres undefined),0.7,-1,-1,9,1,-4,-6,-6,10,1
O=C(Nc1ccc2[nH]c(=S)sc2c1)c1ccccc1,3.7,-1,0,51,2,-2,-6,-3,10,-21
CC(C)C[C@H](NC(=O)c1nc[nH]c1C(=O)NCc1ccc(CNC(=O)OC(C)(C)C)cc1)C(=O)OCc1ccccc1,0.7,7,nt,5,-22,-5,-7,0,4,-4
COc1cccc(OCc2nnc3n2N=C(c2ccccc2)C(CC(=O)O)S3)c1 (centres undefined),1.8,1,3,11,-4,3,-14,-6,0,-2
CCN(CC)c1ccc(/C=C(/C#N)C(=O)NC(C)C)o1,-2.0,-1,6,12,3,3,-7,-2,4,9
Nc1ccccc1N=Cc1ccc(-c2cccc(Cl)c2)o1,0.8,4,-7,46,-11,-2,-27,6,14,25
Cc1ccc(OCC(=O)Nc2ccc3c(c2)CCC3)c([N+](=O)[O-])n1,0.4,-5,-1,79,-2,-3,-12,-6,-3,9
COc1cc(CNc2ccc(N3CCCCC3)cc2)ccc1OCC(=O)NC(C)(C)C,-1.7,-4,15,-10,-21,5,-9,-5,-1,45
CCOC(=O)/C(C#N)=C/c1ccc(OC(=O)c2ccccn2)cc1,4.5,-2,6,9,24,0,5,3,0,7
C=CCNC(=O)/C(C#N)=C/c1cn(-c2ccccc2)nc1-c1ccc(OC)c([N+](=O)[O-])c1,0.3,-2,-3,18,18,3,-7,2,-10,50
C=CCc1ccc(OCCOCCOc2cccc3cccnc23)c(OC)c1,0.3,5,3,2,-9,1,7,-7,-4,19
O=C(c1ccco1)N1CCN(c2nc(C3CC3)nc3c2nnn3Cc2ccccc2Cl)CC1,-0.3,1,1,8,-4,1,0,-11,nt,30
CCN(CC)CCNC(=O)C1CCC(=O)N(c2ccc(OC)cc2)C1c1ccc(F)cc1 (centres undefined),1.5,0,nt,nt,-11,-2,-15,-1,nt,-6
Cc1cc(C)n2c(SCc3ccc(Cl)cc3Cl)nnc2n1,-4.7,5,-1,8,-17,1,-11,-5,nt,16
CCN=C1SC(CC(=O)NCCc2ccc(OC)cc2)C(=O)N1CC (centres undefined),0.3,1,nt,3,-14,-7,5,-2,-2,7
CC(C)=CCN1CCN(Cc2cnc(N3CCOCC3)s2)CC1CCO (centres undefined),-0.4,1,0,-1,28,1,12,-4,-1,-3
O=C(N/N=C/c1ccc[nH]1)c1ccc(O)cc1,0.7,1,-3,19,-3,0,-5,-5,-2,-3
O=C(Nc1ccc(F)c(F)c1)c1cc(S(=O)(=O)N2CCN(c3ccccn3)CC2)ccc1F,0.0,9,nt,-3,5,-1,-6,8,nt,10
CCCCC(=O)NC(c1ccc(OC)c(OC)c1)c1c(O)ccc2ccccc12 (centres undefined),-0.4,-2,3,-5,19,7,5,-9,-3,7
COc1ccc(COCC(O)CN2CCC(C(N)=O)CC2)cc1 (centres undefined),1.0,6,-2,4,-37,-1,11,-6,-3,-7
CC(=O)Nc1ccc(S(=O)(=O)N2CCN(C(=O)c3ncoc3-c3cccc(C)c3)CC2)cc1,-0.1,2,-1,1,-11,-1,-4,4,27,nt
CC1(C)Cc2cccc(OCC(=O)N3CCN(S(=O)(=O)c4ccccc4F)CC3)c2O1,-1.2,-4,-4,nt,9,6,7,-6,nt,16
Cc1cc(/C=N/NC(N)=O)c(C)n1-c1ccc(F)cc1,0.5,-4,0,2,9,-2,-3,-1,0,5
CCOC(=O)c1c(C)cccc1OCC(N)=O,0.7,3,-1,-2,14,1,-20,1,nt,-12
CCOC(=O)c1sc(NC(=O)CSc2nc(-c3ccco3)cc(C(F)(F)F)n2)c(C(=O)OC)c1C,0.5,-2,0,3,5,0,-7,-3,-2,5

# Part of the list above, limited to PvdQ acylase.
Compound | PvdQ acylase
Cc1ccc(OCC(=O)Nc2ccc3c(c2)CCC3)c([N+](=O)[O-])n1 | -12
COc1cc(CNc2ccc(N3CCCCC3)cc2)ccc1OCC(=O)NC(C)(C)C | -9

# Following part
SMILES,CDK5 inh,HTR5A ag,NSD2 HMT inh,MITF act,HTR5A inv ctr,V-ATPase pH,PvdQ acylase,dFosB activator,Wnt bcat act,SR-BI HDL uptake
Cn1c(=O)oc2cc(S(=O)(=O)Nc3cccc4c3CCCC4)ccc21,1.9,2,-5,-20,-6,1,-2,-1,-2,2
CC(=O)N1CCC(=NNc2ccc(S(=O)(=O)N3CCOCC3)cc2[N+](=O)[O-])CC1,1.3,1,2,1,19,1,-7,-1,-2,-7
Cc1cccc(C)c1NC(=O)COC(=O)c1cc(=O)c2ccccc2o1,-0.1,-3,-1,8,10,2,-12,0,5,-16
Cc1ccc(C)c(N2CCN(CCCNC(=O)Cn3cc4c(n3)CCC(C)C4)CC2)c1 (centres undefined),-0.5,-2,nt,-12,4,1,-11,-1,0,16
CCN(CC)c1ccc(NC(=O)c2ccc(Br)o2)cc1,0.2,5,19,97*,-14,2,-14,-3,70*,28
Cc1cc(OC(=O)c2ccco2)c2c(C)cc(=O)oc2c1,-0.8,3,-3,-2,-2,2,-5,4,nt,8
COc1ccc(CCNCc2cc(C)n(-c3ccc(OC)cc3)c2C)cc1,-4.2,-1,40,5,4,2,-14,-2,3,-3
Cc1ccccc1CN1CCN(C(=O)c2cc(-c3ccncc3)nc3ccccc23)CC1,0.3,2,10,-2,9,-4,-6,-17,-1,26

# Among those listed so far, 7 contain a Cl atom.
SMILES,CDK5 inh,HTR5A ag,NSD2 HMT inh,MITF act,HTR5A inv ctr,V-ATPase pH,PvdQ acylase,dFosB activator,Wnt bcat act,SR-BI HDL uptake
COC(=O)c1ccc(CSc2nc3cc(Cl)ccc3s2)o1,-0.2,3,-3,1,5,4,-15,-7,nt,-13
Fc1cccc(Cl)c1CNCCCSc1ncccn1,-0.5,2,8,4,-8,2,-2,6,0,8
O=[N+]([O-])C(/C=C(/Cl)[N+](=O)[O-])=C(N1CCCCC1)N1CCCCC1,0.7,0,1,nt,16,-1,-3,4,17,-3
CC(C)c1nc(CNC(=O)CC2C(=O)NCCN2Cc2ccc(F)cc2Cl)cs1 (centres undefined),-3.7,0,0,-7,-8,-2,-2,-5,3,18
Nc1ccccc1N=Cc1ccc(-c2cccc(Cl)c2)o1,0.8,4,-7,46,-11,-2,-27,6,14,25
O=C(c1ccco1)N1CCN(c2nc(C3CC3)nc3c2nnn3Cc2ccccc2Cl)CC1,-0.3,1,1,8,-4,1,0,-11,nt,30
Cc1cc(C)n2c(SCc3ccc(Cl)cc3Cl)nnc2n1,-4.7,5,-1,8,-17,1,-11,-5,nt,16
